CHRM5 agonist = agonists of human muscarinic M5 receptor (CHRM5); activation, % at 3 µM; actives 0.19% (n = 360,000); P08912; CHO-K1 hM5 cells, Fluo-8 calcium fluorescence; 0% DMSO wells, 100% maximal acetylcholine response; AID 624037;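 active = activation above the run's mean over test compounds plus 3 SD, cut at about 23% in these data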;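 also: signal is peak over basal fluorescence ratio across the kinetic read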
CHRM5 PAM = positive allosteric modulators of human muscarinic M5 receptor. P08912. CHO-K1 hM5, Fluo-8 calcium, ACh EC20 PAM; 0% = ACh EC20, 100% = ACh EC100. activation, % at 3 µM. actives 0.3% (n = 360,000);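 active = activation above the run cutoff, the mean activation of all test compounds plus 3 SD, cut at about 18% in these data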
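Assay system: CHO-K1 hM5 cells / Incubation: Fluo-8 loading 80 min at 37 °C plus 30 min room temperature / Technique: Fluo-8 calcium dye fluorescence, kinetic read / Repeats: single replicate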
TAAR1 antagonist = human TAAR1 antagonism; actives 1.5% (n = 360,000); inhibition, % at 3 µM; Q96RJ0; AID 624466; CHO RD-HGA16 TAAR1, Fluo-8 calcium fluorescence, antagonist;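 active = inhibition above a per-plate cutoff, the mean inhibition of test compounds on that plate plus 3 SD, cut at about 49% in these data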;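 also: 0% = DMSO plus EC80 beta-PEA response and 100% = DMSO alone without agonist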
Target sequence (Q96RJ0 whole entry, looked up): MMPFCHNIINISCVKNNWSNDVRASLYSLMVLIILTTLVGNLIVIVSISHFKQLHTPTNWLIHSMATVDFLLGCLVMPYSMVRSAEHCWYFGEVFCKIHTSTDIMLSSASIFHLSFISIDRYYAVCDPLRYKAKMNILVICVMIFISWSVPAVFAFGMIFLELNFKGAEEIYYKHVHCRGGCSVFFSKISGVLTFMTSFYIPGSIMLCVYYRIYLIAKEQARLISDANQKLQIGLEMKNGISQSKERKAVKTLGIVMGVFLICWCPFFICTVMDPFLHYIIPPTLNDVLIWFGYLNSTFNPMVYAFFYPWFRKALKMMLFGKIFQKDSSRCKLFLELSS
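System: CHO RD-HGA16 cells bearing hTAAR1. Reagent: EC80 β-phenethylamine stimulus. Schedule: seeding 17-24 h prior, 75-min 37 °C, 30-min RT dye loading. Signal: Fluo-8 intracellular calcium dye fluorescence, real-time kinetic reads. Read-out: % inhibition from peak post-agonist over basal fluorescence ratio. Benchmarks: vehicle wells and EC80 agonist wells. Replicates: n of 1.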
TAAR1 agonist = agonists of human TAAR1. Q96RJ0. CHO RD-HGA16 TAAR1, Fluo-8 calcium fluorescence; vehicle wells 0%, saturating PEA agonist 100%. activation, % at 3 µM. actives 0.99% (n = 360,000). AID 624467;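 active = activation above the mean activation of all test compounds in the run plus 3 SD, cut at about 38% in these data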
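System: CHO-derived RD-HGA16 cells with stable Gα16 and human TAAR1. Times: 17-24 h plating, Fluo-8 75 min 37 °C, 30 min RT. Measured by: calcium-sensitive Fluo-8 signal, excitation 470-495, emission 515-575 nm. Read-out basis: % activation relative to PEA EC100 response. Control set: DMSO and PEA EC100. Repeats: no replicates (n 1).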
CRFBP-R2 block = CRF-BP/CRF-R2 complex antagonism; HEK293 CRF-R2/CRF-BP, CRF-induced calcium fluorescence; inhibition, % at 11.8 µM; actives 0.59% (n = 350,000);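 active = inhibition of the ligand-induced calcium signal above about 50% at the single tested concentration, limit read from the data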
M5 antag = antagonists of human muscarinic M5 receptor (CHRM5); P08912; CHO-hM5 cells, Fluo-8 calcium fluorescence, ACh EC80; inhibition, % at 3 µM; actives 0.59% (n = 360,000);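 active = inhibition above a per-plate cutoff, the mean of that plate's test compounds plus 3 SD, cut at about 27% in these data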;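 also: 0% = acetylcholine EC80 with DMSO and 100% = DMSO without agonist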
CHO-K1 Ca PAM = nonselective activator or artifact in parental CHO-K1 calcium assay; activation, % at 3 µM; actives 0.02% (n = 360,000); ATP EC20, Fluo-8 calcium fluorescence; 0% at ATP EC20, 100% at ATP max;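 active = activation above the run cutoff, the mean activation of all test compounds plus 3 SD, cut at about 40% in these data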;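 also: peak over basal fluorescence ratio in a 140 s read after ATP addition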
M4 PAM = potentiates acetylcholine response at human M4 receptor; P08173; CHO-K1 hM4/Gqi5, Fluo-8 calcium fluorescence, ACh EC20; 0% = ACh EC20, 100% = maximal ACh; activation, % at 3 µM; actives 0.4% (n = 360,000); AID 624126;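 active = activation above its plate's cutoff, the mean activation of sample wells plus 3 SD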; also: some results filed as inactive read as strong as hits
Target sequence (P08173 whole entry, looked up): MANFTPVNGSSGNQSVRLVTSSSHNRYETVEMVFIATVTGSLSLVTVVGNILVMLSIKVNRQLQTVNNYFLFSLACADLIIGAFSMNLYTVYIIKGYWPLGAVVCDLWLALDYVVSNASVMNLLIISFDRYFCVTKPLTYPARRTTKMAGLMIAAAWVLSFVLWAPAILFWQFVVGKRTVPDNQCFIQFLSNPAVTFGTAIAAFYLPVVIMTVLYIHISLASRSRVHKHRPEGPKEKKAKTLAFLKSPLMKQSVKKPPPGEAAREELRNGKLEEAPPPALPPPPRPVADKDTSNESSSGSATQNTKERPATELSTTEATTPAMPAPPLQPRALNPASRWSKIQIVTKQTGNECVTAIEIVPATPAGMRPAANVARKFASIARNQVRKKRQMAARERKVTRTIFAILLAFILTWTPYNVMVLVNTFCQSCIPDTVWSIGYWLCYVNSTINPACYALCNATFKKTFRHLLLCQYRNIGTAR
CRFBP-R2 agonist = agonists of human CRF-binding protein/CRF-R2 receptor complex; HEK293 CRF-R2/CRF-BP, calcium dye fluorescence (FLIPR); percent of saturating CRF peptide response; activation, % at 13.2 µM; actives 0.46% (n = 350,000);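 active = activation of at least 50%, plus an integration ratio under a set limit after plate pattern correction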;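 also: plate controls were neutral control wells without compound for no effect and CRF at EC100 for full effect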
Active calls of the source: *; . = not tested or not shown.

SMILES	CHRM5 PAM	M4 PAM	CHRM5 agonist	CRFBP-R2 agonist	M5 antag	TAAR1 antagonist	CHO-K1 Ca PAM	TAAR1 agonist	CRFBP-R2 block
Fc1cccc2sc(Nc3nc4ccccc4s3)nc12	-4	1	1	9.4	3	5	10	0	-14
Cc1ccc(CCNC(=O)C2CCN(S(=O)(=O)c3c(C)nn(C)c3C)CC2)cc1	-8	6	2	-0.1	4	-1	18	0	15
O=C(O)c1ccccc1SCC(=O)N1c2ccccc2Sc2ccccc21	6	-2	-5	-1.1	-2	1	23	2	5
Cc1ccc(O)c(NC(=O)c2cc3nc4c(c(C(F)(F)F)n3n2)CCc2ccccc2-4)c1	-1	0	1	-1.7	5	8	4	15	6
Cc1cccc(C(=O)NCC(=O)OCC(=O)c2ccc(Br)s2)c1	-1	9	-3	-6.9	2	9	-9	3	10
COc1ccc(C(=O)NC2CCCN(Cc3ccc(Cl)cc3)C2)c(OC)c1 (stereo unspecified)	-1	1	-2	0.2	-5	7	36	4	4
CS(=O)(=O)N(CC(=O)Nc1cccc([N+](=O)[O-])c1)c1ccccc1	-6	-10	-4	-0.3	-10	18	10	-1	-1
O=C(COc1ccc(S(=O)(=O)N2CCOCC2)cc1)NCCCn1ccnc1	2	-4	-1	-3.0	4	7	-3	-2	3
COc1cc(OC)cc(C(=O)Nc2cccc(NC(=O)c3cccs3)c2)c1	-6	-6	2	-1.2	2	25	18	4	-1
O=C(Nc1c(F)cc(F)cc1Br)c1cc2nc(C(F)F)cc(C(F)F)n2n1	4	2	-7	-1.2	0	6	6	14	-4
CCOC(=O)c1cnc(SCC(=O)OCC(=O)N(CC)C2CCS(=O)(=O)C2)nc1N (stereo unspecified)	0	-4	-2	0.2	-3	-7	-12	1	-6
Cc1ccc(C(=O)Nc2ccc(CC(=O)O)cc2)o1	-1	4	1	0.4	-1	2	19	8	20

Record cards (already shown). Screens in order: CHRM5 PAM, M4 PAM, CHRM5 agonist, CRFBP-R2 agonist, M5 antag, TAAR1 antagonist, CHO-K1 Ca PAM, TAAR1 agonist, CRFBP-R2 block
Fc1cccc2sc(Nc3nc4ccccc4s3)nc12 across the screens: -4, 1, 1, 9.4, 3, 5, 10, 0, -14
COc1cc(OC)cc(C(=O)Nc2cccc(NC(=O)c3cccs3)c2)c1 across the screens: -6, -6, 2, -1.2, 2, 25, 18, 4, -1

Other results
SMILES	CHRM5 PAM	M4 PAM	CHRM5 agonist	CRFBP-R2 agonist	M5 antag	TAAR1 antagonist	CHO-K1 Ca PAM	TAAR1 agonist	CRFBP-R2 block
CCOCCCNC(=O)C(c1ccc(C)cc1)N(Cc1cccs1)C(=O)c1ccccn1 (stereo unspecified)	-11	-14	3	-5.3	12	61*	2	18	6
O=C(O)Cn1c(-c2ccccn2)nc2ccccc21	6	3	-4	3.1	-5	6	7	1	5
O=C(Nc1cccc2ncccc12)c1cc(Br)ccc1Cl	0	0	3	0.6	-1	-13	3	21	-3
COc1ccc(NC(=O)c2cccc(S(=O)(=O)N3CCN(C)CC3)c2)c(OC)c1	5	-3	-3	-1.0	5	12	25	-2	-2
CC(C)Oc1ccc(-c2cc(C(=O)NCCN3CCOCC3)c3ccccc3n2)cc1	-20	-12	2	-0.3	7	43	7	21	11
O=C1C=CC(n2cc(F)c(=O)[nH]c2=O)O1 (stereo unspecified)	-3	2	1	0.8	8	-17	-7	0	11
COc1ccc(C)cc1NC(=O)C(Sc1nnc(-c2cccs2)o1)c1ccccc1 (stereo unspecified)	3	1	-1	1.0	-10	5	-2	0	4
O=C(O)c1ccc(N/N=C/c2cccc(C(F)(F)F)c2)cc1	-5	-4	-2	-3.4	29*	2	-28	3	0
COc1ccccc1NC(=O)CN1CCN(c2ccccc2OC)CC1	-5	5	-4	-0.6	6	2	-5	3	3
N/C(=N\OC(=O)Cc1ccc([N+](=O)[O-])cc1)c1cccc(Br)c1	-3	-2	-5	-3.8	5	0	-12	-2	-13
Cc1cc(C(=O)N/N=C/c2ccc([N+](=O)[O-])cc2)c2ccccc2n1	4	5	2	-4.2	-1	20	10	0	11
Cc1ccccc1OCC(O)CN1CCN(CCN2C(=O)c3cccc4cccc(c34)C2=O)CC1 (stereo unspecified)	-7	-8	-3	2.1	3	11	15	6	-11

Copied from the list:
`CC(C)Oc1ccc(-c2cc(C(=O)NCCN3CCOCC3)c3ccccc3n2)cc1` @ M5 antag: 7
`Cc1ccccc1OCC(O)CN1CCN(CCN2C(=O)c3cccc4cccc(c34)C2=O)CC1` (stereo unspecified) @ CRFBP-R2 agonist: 2.1

Following part
SMILES	CHRM5 PAM	M4 PAM	CHRM5 agonist	CRFBP-R2 agonist	M5 antag	TAAR1 antagonist	CHO-K1 Ca PAM	TAAR1 agonist	CRFBP-R2 block
COc1ccc(OCC(=O)N2CCC(Cc3ccccc3)CC2)cc1	0	9	-5	1.0	4	-3	19	-2	-5
O=C(CSCc1ccc(Cl)c(Cl)c1)Nc1c[nH]c(=O)[nH]c1=O	-5	-6	-1	-0.2	2	-3	16	4	13
CC(=O)N1Cc2cc(C(=O)NCC(F)(F)F)nc(-c3cccc(-c4cc5ccccc5o4)c3)c2[C@@H]1CCO	-2	8	2	.	-2	-21	-4	2	.
O=C(NCc1ccccn1)c1ccc(N2CCCC2=O)cc1	-3	4	-4	-0.8	0	7	-8	9	6
COc1cc(C)c(NC(=O)C(=S)NCc2ccccc2)cc1C	-2	-8	3	4.5	7	-18	-1	0	-19
CC1(C)Cc2ccccc2-c2nnc(-c3ccc(O)cc3)n21	-2	-2	1	-1.7	-4	4	18	1	-6
CC(C(=O)NCc1ccc2c(c1)OCO2)N1c2cccc3cccc(c23)S1(=O)=O (stereo unspecified)	-8	-11	-5	0.5	3	-1	11	16	-2
N=c1sccn1CC(=O)NC(c1ccccc1)c1ccccc1	-14	-3	-16	-1.8	9	-30	11	2	1
COc1ccc(NC(=O)C2CCCN(c3c4c(nc5ncnn35)CCC4)C2)cc1OC (stereo unspecified)	3	9	0	-1.6	-3	11	11	9	-5
CC(C)c1cccc(C(C)C)c1OCCCCCN1CCOCC1	-17	-11	-20	-6.2	6	-46	3	2	-21
Cc1ccc(Nc2nc(NCC3CCCO3)nc(N)c2[N+](=O)[O-])cc1C (stereo unspecified)	-10	6	0	2.5	7	-2	1	1	-62
O=C1CCN(S(=O)(=O)c2ccc(Br)cc2)CCN1	3	7	1	0.1	5	-17	2	3	-10
Nc1ccc(Sc2nc3ccccc3[nH]2)cc1	-3	1	-3	-1.1	3	23	2	7	-13
CCOC(=O)c1c(C(C#N)C#N)cc(C)nc1C	0	13	3	0.3	0	-7	1	3	1
CSc1ccc(S(=O)(=O)N2CCC(C(=O)NCc3cccnc3)CC2)cc1	1	2	0	-0.9	2	-5	10	0	0
O=C(O)c1c(Cl)c(Cl)c(Cl)c(Cl)c1C(=O)N1CCCC1	5	3	10	-0.3	-3	0	15	10	5
O=C(C1=C[C@H](c2coc3ccccc3c2=O)C[C@H](OCc2ccc(CO)cc2)O1)N1CCN(Cc2ccccc2)CC1	-12	-4	-3	-3.8	10	.	-10	.	4
COc1ccc(OC)c(CN2CCN(C(=O)c3cccc(S(=O)(=O)Nc4ccc(C)cc4)c3)CC2)c1	-9	-8	3	4.6	2	4	-21	4	12
O=c1c2c3c(sc2nc2n1CCC2)CCCC3	5	9	-6	-1.1	8	-5	3	4	0
CC1(C)Oc2ccc3ccc(=O)oc3c2[C@@H](O)[C@@H]1O	-3	1	0	0.2	4	3	17	5	0
O=C1[C@H]2[C@@H](c3ccc(Cl)cc3)N3C(=O)N(c4cccc(Br)c4)C(=O)[C@@]3(Cc3ccc(Cl)cc3)[C@H]2C(=O)N1C1CCCCC1	0	-6	0	4.6	3	-8	14	2	-9
Cc1ccsc1CNC12CC3CC(CC(C3)C1)C2	4	-24	-15	1.7	7	-16	20	4	0
O=C(O)C12CC3CC(C1)CC(n1ncc(NCc4ccco4)c(Cl)c1=O)(C3)C2	1	-6	-2	-0.1	-2	-9	-6	-2	-1
Cc1c(Cl)cccc1-n1c(-c2cccnc2)n[nH]c1=S	-6	0	0	-0.9	6	-2	23	5	11
N=C1SCC(=O)N1c1ccccc1Cl	8	4	-5	0.3	-1	-29	-9	6	-5
COc1cc(/C=C(\C#N)c2ccccn2)ccc1OCc1ccccc1Cl	-4	-3	-1	0.4	4	9	8	0	-6
Cc1ccc(OCCOc2cccc(Br)c2)c([N+](=O)[O-])n1	-4	-11	-3	-1.6	-6	-11	3	1	19
CC(C)COP(=O)(c1ccc(N(C)C)cc1)C(O)c1ccccc1 (stereo unspecified)	-2	9	-2	-0.9	1	-1	27	4	8
COc1ccc(C(=O)Nc2ccc(N3CCN(C)CC3)cc2)cc1	3	0	-1	-2.4	-1	8	6	14	3
CCOC(=O)C(C(=O)OCC)C(c1ccccc1)N1CCN(c2ccccc2)CC1 (stereo unspecified)	2	8	2	-3.2	2	-8	8	3	-4
C=CCN=C(NC#N)SCC(=O)c1cccc(OC)c1	-4	-3	3	-0.8	1	5	22	3	3
CCc1nnc(NC(=O)C2CSC3(C)CCC(=O)N23)s1 (stereo unspecified)	2	-1	3	-0.3	4	0	-13	0	-1
CC(C)OC(=O)NCCOC(=O)Nc1cccc(Cl)c1	-24	-8	0	-2.7	24	30	2	14	9
O=C(NCCN1C(=O)S/C(=C\c2cccnc2)C1=O)c1ccc([N+](=O)[O-])s1	0	-4	3	-3.2	3	-15	-25	1	16
